# Screening results: PubChem, several laboratories
# CF NFkB inh: inhibitors of cystic fibrosis induced NF-kB; KKLEB NF-kB-GFP reporter, PAF-induced, GFP fluorescence overnight; inhibition, % at 5 µM; 0.86% of 360,000 active;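 active = at least 50% inhibition at 5 µM, scaled per plate between neutral and stimulator controls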;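 also: PAF is a Pseudomonas aeruginosa culture filtrate used as stimulus; plate controls were PAF-stimulated DMSO wells for no effect and unstimulated DMSO wells for full effect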
# Shn3 3UTR inh: inhibitors of Schnurri-3 3'UTR reporter in osteoblasts. Clone20 osteoblast Shn3 3'UTR firefly luciferase, 24 h. 0.52% of 360,000 active. inhibition, % at 12.5 µM;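 active = mean inhibition of at least 75% with every replicate also reaching 75%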;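 also: 0% = median of neutral control wells and 100% = pilot-screen positive control compound; some compounds past the cut are filed as inactive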
# Peg3 prom inh: inhibitors of Peg3 promoter. HeLa PEG-Prom luciferase reporter, luminescence, overnight. inhibition, % at 20 µM. 1.7% of 360,000 active. AID 588405;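 active = inhibition of at least 50% at 20 µM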
# NR2E3 ag-1: human photoreceptor-specific nuclear receptor agonism; Q9Y5X4; inhibition of corepressor binding, % at 3.98 µM; CHO-S Gal4-NCOR/VP16-NR2E3 two-hybrid, luciferase; 0.35% of 360,000 active; AID 602229;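 active = inhibition above the mean of all tested compounds plus 3 SD, cut at about 70% in these data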;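 also: 0% = DMSO with NR2E3 transfected cells and 100% = cells lacking NR2E3 construct; higher means lower luciferase signal from less NR2E3 corepressor binding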
# Target sequence (Q9Y5X4 whole entry, looked up, the tested form may be a part): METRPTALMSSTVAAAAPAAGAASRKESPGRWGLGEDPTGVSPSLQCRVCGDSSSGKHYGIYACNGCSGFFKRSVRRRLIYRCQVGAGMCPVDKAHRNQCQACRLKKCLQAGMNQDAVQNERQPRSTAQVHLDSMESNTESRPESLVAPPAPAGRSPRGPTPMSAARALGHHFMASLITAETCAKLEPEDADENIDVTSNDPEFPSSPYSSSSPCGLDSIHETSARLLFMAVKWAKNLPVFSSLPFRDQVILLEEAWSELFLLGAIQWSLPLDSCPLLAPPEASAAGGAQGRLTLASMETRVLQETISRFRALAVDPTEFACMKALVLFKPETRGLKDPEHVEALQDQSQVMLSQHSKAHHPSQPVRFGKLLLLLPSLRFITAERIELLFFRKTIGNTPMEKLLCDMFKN
# TROY NFkB inh: blocks TROY-dependent signaling in reporter cells | Q293 LMP1-TROYcd NF-kB luciferase reporter, 4 h | inhibition, % at 10 µM | AID 1347056 | 0.98% of 360,000 active;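 active = compounds whose plate-normalised and pattern-corrected inhibition of the luciferase reporter signal at the single screening dose is 50% or more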
# MITF TRPM1 inh: inhibitors of MITF-driven TRPM1 promoter in melanoma cells; SK-MEL-5 TRPM1 promoter luciferase, 24 h; inhibition, % at 12.5 µM; 0.83% of 330,000 active; AID 488899;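 active = mean inhibition across replicates of 60% or more, whatever share of single replicates reaches that level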; also: values of inactives mirror those of a sister screen read the other way
# KKLEB cytotox: reduces viability of KKLEB cystic fibrosis airway cells | 0.36% of 360,000 active | KKLEB CF airway cells viability, ATPlite luminescence, overnight; hits give low values; cells stimulated with P. aeruginosa culture filtrate | AID 602141 | activity change (cytotoxicity), % at 5 µM;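 active = corrected activity change at or below -50% at 5 µM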
# TWEAK-Fn14 inh: inhibitors of TWEAK-Fn14 interaction signaling; 2% of 360,000 active; inhibition, % at 10 µM; TWEAK-stimulated Fn14 reporter cells, luciferase luminescence, 8 h; in the data active = inhibition above about 50%
# NR2E3 ag-2: agonists of human nuclear receptor NR2E3 | 0.12% of 320,000 active | inhibition of corepressor binding, % at 4.78 µM | GST-NR2E3/biotin-RetCOR TR-FRET, 1536-well | AID 2300;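 active = percent inhibition above the cutoff of mean plus 3 SD of all tested compounds, set per screening campaign, cut at about 20% in these data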;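 also: 0% = DMSO wells and 100% = biotin wells as full block of FRET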
#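 Format: 1536-well format; test system: GST-NR2E3 and biotin-RetCOR proteins; read-out basis: percent inhibition of TR-FRET ratio; timing: 5 h incubation at 4 °C; detection: time-resolved FRET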
# TRAIL sens C8: caspase-8 TRAIL sensitization. 1% of 360,000 active. inhibition (viability loss, TRAIL sensitization), % at 10 µM. AID 624354. NB7+C8 cells + TRAIL, ATPlite viability luminescence;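 active = compounds causing at least 50% loss of cell viability in the single-dose screen, relative to plate controls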
# HIF-2a inh: HIF-2a inhibition; 786-0 RCC cells HIF-2a reporter, luciferase luminescence, overnight; inhibition, % at 18.8 µM; 0.72% of 360,000 active; AID 624352;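 active = inhibition of the luminescence signal of 40% or more relative to plate controls, in a single-dose primary screen at 18.75 µM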
# The depositor's hits bear a star; . = not tested or not shown; & = joins results of further samples. This is a subset. The share of hits here may be higher or lower than overall.
SMILES,CF NFkB inh,Shn3 3UTR inh,Peg3 prom inh,NR2E3 ag-1,TROY NFkB inh,MITF TRPM1 inh,KKLEB cytotox,TWEAK-Fn14 inh,NR2E3 ag-2,TRAIL sens C8,HIF-2a inh
CCc1c(C(=O)NCCc2cccc(C)c2)[nH]c(C)c1C(C)=O,-26,11,-25,-5,-26,-7,3,-9,0,26,-73
CC(C)(C)c1ccc(C(=O)CSc2nc3ccccc3c(=O)[nH]2)cc1,8,16,8,-21,22,2,0,19,-2,36,-9
CCOc1ccc(CN(C)C(C)C(=O)NCCc2ccc(F)cc2)cc1 (stereo not drawn),-3,-1,18,7,-8,1,0,-4,-9,-8,0
COC(=O)[C@H](CC(C)C)NC(=O)N1CCCCC1,-9,-6,9,-5,-7,-4,5,-2,-2,0,12
Cc1ccc2c(c1)c1c(n2CC(O)CNC2CCCCC2)CCCC1 (stereo not drawn),15,14,102*,24,-7,12,1,-5,0,9,-13
O=c1[nH]c2ccccc2c(O)c1-[n+]1ccccc1,2,-2,0,-13,21,6,8,6,1,10,10
CC1(c2ccccc2)CC(C)(C)N(C(=O)C2CCCO2)c2ccccc21 (stereo not drawn),-13,11,40,9,8,-8,0,-8,2,16,-7
COCCN(Cc1cc2ccc(C)c(C)c2nc1Cl)C(=O)N1CCOCC1,-36,-13,17,8,1,0,-2,-15,-3,1,12
CCC(C)(C)n1nnnc1C(c1ccc(OC)c(OC)c1)N1CCN(c2ccccc2)CC1 (stereo not drawn),22,2,10,-33,25,-6,32,-18,-2,5,-4
CCOc1ccccc1NC(=O)c1cc(SC)ccc1Cl,-5,29,18,5,18,-13,-3,1,-3,-5,-38
CNC(=O)c1ccc(Nc2nnc(-c3ccc(O)cc3)c3ccccc23)cc1,-9,9,13,5,-4,3,-2,8,1,2,20
C=CCC[C@H](Cc1ccc(F)cc1)C(=O)OC[C@@H](Cc1c[nH]c2ccccc12)NC(=O)[C@@H](CC=C)CC(=O)NCCO,10,-27,31,6,22,4,-2,8,.,19,13
O=C(NC(=S)Nc1ccc(S(=O)(=O)Nc2nccs2)cc1)c1ccc(F)cc1,3,0,14,-3,-52,-2,-14,16,-2,19,20
O=C(NCCN1CCN(c2ccccc2F)CC1)C1CC(=O)N(C2CCCC2)C1 (stereo not drawn),-22,10,10,-28,-6,6,0,-25,0,7,18
COCCn1c(SCC(=O)N2CCOCC2)nc2c(c1=O)SCC2,3,-10,13,-21,12,4,-9,-10,0,5,9
C/C(N)=C(/C#N)C(=O)COC(=O)c1cc(-c2ccc(Br)cc2)nc2ccccc12,19&-5,21&22,-26&-1,-10&-7,-23&-23,-28&-7,-12&-20,18&34,3,37&32,-96&-128
CCCCc1ccc(NC(=S)NCCN2CCOCC2)cc1,18,7,23,-3,0,-14,-5,0,1,-4,18
S=C1SCCCN1Cc1ccc(Cl)cc1,2,9,23,-23,5,.,-16,-14,.,2,4
Cc1ccc2sc(C)[n+](CCO)c2c1,-6,-8,6,-4,4,8,16,5,-4,1,9
Cc1c(C(=O)N2CCN(C)CC2)oc2ccc(Br)cc12,9,-27,-127,-13,-16,-47,-3,-25,2,-9,-146
Cc1c(NC(=S)NC(=O)c2ccccc2Cl)c(=O)n(-c2ccccc2)n1C,-11,4,3,-22,-7,0,-6,8,2,0,-11
Cc1noc(/C=C/N(C)C)c1S(=O)(=O)N1CCCC(C(=O)N2CCc3ccccc32)C1 (stereo not drawn),-13,17,21,-16,13,.,6,16,3,-13,10
CCC(=O)Nc1cc(C(=O)O)ccc1S(=O)(=O)c1ccc(C)cc1,-5,-2,9,-12,9,5,-2,10,2,25,3
Nc1nc(SCC(=O)N2CCCCC2)[nH]c(=O)c1NC(=O)c1cccs1,12,2,-4,-28,-1,1,2,-2,-2,9,18
FC(F)Oc1ccc(NC(=S)NN2CCOCC2)cc1,-10,5,5,3,1,-3,3,-3,0,8,-3
Cc1c(Cl)c(C(=O)N2CCCCCC2)nn1C,-9,-2,6,17,18,11,2,8,-4,3,3
O=C(CCn1c(=O)oc2ccccc21)Nc1ccc(C(=O)O)cc1,-12,-11,11,-39,1,5,10,22,2,0,7
C/C(=C\c1ccc(F)cc1)C(=O)c1c(C)cc(C)[nH]c1=O,-8,8,2,-8,18,5,1,0,.,3,21
C=CCOc1ccc(C2NC(=S)NC(C)=C2C(=O)c2ccccc2)cc1OC (stereo not drawn),-2,5,21,8,-20,4,-15,-8,-1,10,12
O=C1NC2=C(CCc3ccccc32)C(c2ccc(Br)cc2)N1 (stereo not drawn),-10,-5,13,-16,-1,17,-2,13,-3,1,0
Cc1ccc(NC(=O)C(C)Oc2ccccc2)cc1S(=O)(=O)N1CCCCCC1 (stereo not drawn),-24,9,26,-17,22,.,9,21,-1,-20,20
Cc1onc(-c2ccccc2)c1C(=O)Nc1nnc(C(C)(C)C)s1,24,-35,5,-12,13,4,-18,-17,0,-4,6
Cc1ccc(-c2noc(CCC(N)=O)n2)cc1,-1,-12,-15,-10,-30,-9,-17,-3,2,-12,-59
Cc1cc(Oc2ccc(N)cn2)ccc1Cl,-31,-15,-38,16,-24,-9,-2,14,5,-1,-14
O=C(Nc1nccs1)OCc1ccccc1,-6,-40,-163,-75,-65,.,2,-30,5,-2,-219
Cc1cc(N2CCN(C)CC2)nc2ccc(NC(=O)CCC(=O)NCCC(C)C)cc12,-19,3,-31,-21,-35,-17,-6,-1,2,2,-40
Cc1ccc(O)c(C=Nc2ccc3[nH]ncc3c2)c1,13,5,7,-27,-11,8,5,18,-3,-14,13
Cc1cccc(NC(=O)Cn2cc(C(=O)C3CC3)c3ccccc32)c1,3,3,13,0,-11,9,-1,-5,1,2,10
Cc1ccc2c(CN3CCN(c4ccccc4F)CC3)cc(=O)oc2c1,6,-9,1,-36,-3,.,-1,-17,.,-2,2
Cc1ncoc1C(=O)N1CCCC(C(=O)c2cccc(OC(C)C)c2)C1 (stereo not drawn),0,6,-5,-5,-6,-10,12,-8,-1,2,12
Cc1c(Nc2ncccc2C(=O)O)cccc1C(F)(F)F,6,-8,-100,-66,-29,-11,-5,-2,5,-11,-77
C=CCN(c1ccccc1)S(=O)(=O)c1cccc(C(=O)NC2CCN(Cc3ccccc3)CC2)c1,7,23,33,10,23,19,-4,24,1,39,8
CSc1ccccc1NC(=S)Nc1ccc(S(N)(=O)=O)cc1,-1,-1,12,-3,-29,-1,9,-7,2,-6,-4
CCOc1cc(C(=O)OCC(=O)c2c(N)n(C)c(=O)n(C)c2=O)cc(OCC)c1OCC,-8,0,-8,37,14,-19,-10,-9,-1,9,-2
O=C(Nc1nccs1)c1cc(S(=O)(=O)N2CCOCC2)ccc1Cl,-5,-1,11,-7,-2,-6,7,-3,2,4,13
Nc1nc(SCC(=O)Nc2ccc(Oc3ccccc3)cc2)n[nH]1,3,19,-8,4,1,2,-4,-15,-1,10,-4
O=C(Nc1ccccc1C(=O)O)c1cncc(Br)c1,-7,-34,-1,4,-10,2,10,-8,-3,7,-4
Cc1cccc(C)c1Nc1nnc(SCc2nc3ccccc3c(=O)[nH]2)s1,3,13,12,33,9,5,-5,12,3,0,16
COC(=O)[C@@H]1C[C@@]2(O)[C@H](O)[C@H](O)[C@H](O)C[C@H]2N1CC1CC1,4,18,11,39,-1,-9,18,10,0,-3,8
O=C(CSc1ccc(Cl)cc1)Nc1ccccc1N1CCN(C(=O)c2ccccc2)CC1,7,19,16,-5,11,14,15,42,1,19,21

# Filtered by structure, those above containing a tert-butyl group.
SMILES,CF NFkB inh,Shn3 3UTR inh,Peg3 prom inh,NR2E3 ag-1,TROY NFkB inh,MITF TRPM1 inh,KKLEB cytotox,TWEAK-Fn14 inh,NR2E3 ag-2,TRAIL sens C8,HIF-2a inh
CC(C)(C)c1ccc(C(=O)CSc2nc3ccccc3c(=O)[nH]2)cc1,8,16,8,-21,22,2,0,19,-2,36,-9
Cc1onc(-c2ccccc2)c1C(=O)Nc1nnc(C(C)(C)C)s1,24,-35,5,-12,13,4,-18,-17,0,-4,6

# Remaining list, next part.
SMILES,CF NFkB inh,Shn3 3UTR inh,Peg3 prom inh,NR2E3 ag-1,TROY NFkB inh,MITF TRPM1 inh,KKLEB cytotox,TWEAK-Fn14 inh,NR2E3 ag-2,TRAIL sens C8,HIF-2a inh
CC1CCC(NS(=O)(=O)c2ccc(N3CCCC3=O)cc2)CC1 (stereo not drawn),-14,36,29,53,7,12,1,11,1,7,7
Cc1cc(C)c(C(=O)CC2(O)C(=O)Nc3ccccc32)cc1C (stereo not drawn),-18,-23,4,-30,-5,-1,11,4,3,2,4
COc1ccc(CCN(C)C(=O)c2ccc3c(=O)n4c(nc3c2)CCCCC4)cc1OC,15,2,6,-31,-6,-4,1,-11,.,-9,-11
Cc1cc(O)ccc1-c1cc(C(=O)NCc2cc(C(F)(F)F)cc(C(F)(F)F)c2)[nH]n1,-41,5,5,26,21,.,11,-1,.,17,16
O=C(CN1CCC(NC(=O)c2ccc(F)cc2)CC1)NCc1ccccc1F,4,7,12,13,-15,6,12,5,1,1,11
O=C(Cc1ccsc1)N1CCN(S(=O)(=O)c2ccccc2F)CC1,-5,3,2,-2,18,0,-2,-4,-1,-2,10
Cc1ccc(-n2c(SCC(N)=O)nnc2-c2ccc(S(=O)(=O)N3CCCCC3)cc2)c(C)c1,-10,-4,33,11,-10,7,0,7,2,-3,18
Nc1ccc(C(=O)N/N=C\c2ccc(OC(=O)c3ccccc3Cl)cc2)cc1,-23,0,-1,-7,12,-34,-1,-10,1,11,-22
Cc1ccc2nc(SCC(=O)Nc3cc(C)on3)nc(=O)n2c1,4,-1,1,-8,-12,0,5,5,1,10,3
Cc1cc(CN(C)C(=O)CC2C(=O)NCCN2Cc2ccc(F)c(F)c2)on1 (stereo not drawn),-8,15,2,-8,0,-3,8,6,2,7,5
O=C(NCCOc1ccccc1-c1ccccc1)c1ccco1,-7,0,13,9,-6,8,9,-43,4,0,0
C=CCNC(=S)NNC(=O)CC12CC3CC(CC(C3)C1)C2,8,.,-3,0,10,-5,2,-1,-2,-5,7
CC[C@H](C)[C@@H](C(=O)N1CCNCC1)n1cc([C@@H](N)CO)nn1,-2,1,-4,-11,2,-6,-2,8,3,7,12
Cc1cc(O)c2c(-c3ccccc3)cc(=O)oc2c1,9,-15,8,7,-19,4,-16,16,3,6,-15
CN(N)C(=S)Nc1ccc(Cl)cc1,-10,4,0,3,-11,7,9,9,-2,-7,7
Cc1nc2ccccc2c2oc(C(=O)NCCCN3CC(C)CC(C)C3)cc12 (stereo not drawn),-10,-27,-8,23,-30,-12,-6,-19,-1,-5,6
CCCc1cc2c(cc1NS(=O)(=O)c1ccc(CCNC(C)=O)cc1)OCO2,5,-10,6,-25,-4,-3,1,10,-2,3,2

# Printed as active in Peg3 prom inh, of those listed so far:
structure,CF NFkB inh,Shn3 3UTR inh,Peg3 prom inh,NR2E3 ag-1,MITF TRPM1 inh,TWEAK-Fn14 inh,NR2E3 ag-2,HIF-2a inh
Cc1ccc2c(c1)c1c(n2CC(O)CNC2CCCCC2)CCCC1 (stereo not drawn),15,14,102*,24,12,-5,0,-13
